Screening data as filed in PubChem.
Shn3 3UTR inh = reduces Shn3 3'UTR luciferase signal in osteoblasts. hit rate 0.52% among 360,000. AID 588674. inhibition, % at 12.5 µM. Clone20 osteoblast Shn3 3'UTR firefly luciferase, 24 h;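 active = mean inhibition of at least 75% with every replicate also reaching 75%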;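 also: 0% = median of neutral control wells and 100% = pilot-screen positive control compound; some compounds past the cut are filed as inactive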
HIF-2a block = blocks HIF-2a reporter activity. 786-0 RCC cells HIF-2a reporter, luciferase luminescence, overnight. inhibition, % at 18.8 µM. hit rate 0.72% among 360,000. AID 624352;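 active = inhibition of the luminescence signal of 40% or more relative to plate controls, in a single-dose primary screen at 18.75 µM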
MITF TRPM1 inh = MITF TRPM1 promoter inhibition in SK-MEL-5 cells; AID 488899; SK-MEL-5 TRPM1 promoter luciferase, 24 h; hit rate 0.83% among 330,000; inhibition, % at 12.5 µM;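 active = mean inhibition across replicates of 60% or more, whatever share of single replicates reaches that level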; also: values of inactives mirror those of a sister screen read the other way
hiPSC survival = increases survival of single human iPS cells. hit rate 0.044% among 360,000. hiPSC single-cell survival, ATPlite luminescence; 100% = ROCK inhibitor wells, 0% = DMSO. survival enhancement, % at 20 µM. AID 602274; in the data active = survival enhancement above about 18%;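 also: cells exposed to compounds for 16 hours before the ATP read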
CF NFkB inh = blocks PAF-induced NF-kB reporter in cystic fibrosis cells; inhibition, % at 5 µM; KKLEB NF-kB-GFP reporter, GFP fluorescence overnight; hit rate 0.86% among 360,000; AID 588850;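 active = at least 50% inhibition at 5 µM, scaled per plate between neutral and stimulator controls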;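 also: PAF is a Pseudomonas aeruginosa culture filtrate used as stimulus; plate controls were PAF-stimulated DMSO wells for no effect and unstimulated DMSO wells for full effect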
Peg3 prom inh = reduces Peg3 promoter-driven luciferase expression in HeLa | HeLa PEG-Prom luciferase reporter, luminescence, overnight | inhibition, % at 20 µM | hit rate 1.7% among 360,000;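 active = inhibition of at least 50% at 20 µM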
NR2E3 ag-1 = agonists of human NR2E3 nuclear receptor; AID 602229; CHO-S Gal4-NCOR/VP16-NR2E3 two-hybrid, luciferase; inhibition of corepressor binding, % at 3.98 µM; hit rate 0.35% among 360,000; Q9Y5X4;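 active = inhibition above the mean of all tested compounds plus 3 SD, cut at about 70% in these data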;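 also: 0% = DMSO with NR2E3 transfected cells and 100% = cells lacking NR2E3 construct; higher means lower luciferase signal from less NR2E3 corepressor binding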
Target sequence (Q9Y5X4 whole entry, looked up, the tested form may be a part): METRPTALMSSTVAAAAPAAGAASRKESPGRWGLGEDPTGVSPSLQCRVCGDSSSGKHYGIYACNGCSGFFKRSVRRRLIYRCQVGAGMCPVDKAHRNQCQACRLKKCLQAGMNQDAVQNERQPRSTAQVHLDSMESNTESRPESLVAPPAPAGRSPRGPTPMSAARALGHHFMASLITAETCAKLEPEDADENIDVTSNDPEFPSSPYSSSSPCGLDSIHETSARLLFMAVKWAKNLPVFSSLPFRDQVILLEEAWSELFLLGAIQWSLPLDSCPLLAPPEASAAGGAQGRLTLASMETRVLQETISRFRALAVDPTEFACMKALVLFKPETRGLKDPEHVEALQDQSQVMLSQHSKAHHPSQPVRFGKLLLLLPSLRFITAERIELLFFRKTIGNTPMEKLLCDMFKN
KKLEB tox = CF airway cell cytotoxicity counter-screen. KKLEB CF airway cells viability, ATPlite luminescence, overnight; hits give low values; cells stimulated with P. aeruginosa culture filtrate. activity change (cytotoxicity), % at 5 µM. hit rate 0.36% among 360,000;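 active = corrected activity change at or below -50% at 5 µM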
NR2E3 ag-2 = NR2E3 (human) agonism; GST-NR2E3/biotin-RetCOR TR-FRET, 1536-well; hit rate 0.12% among 320,000; AID 2300; Q9Y5X4; inhibition of corepressor binding, % at 4.78 µM;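 active = percent inhibition above the cutoff of mean plus 3 SD of all tested compounds, set per screening campaign, cut at about 20% in these data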;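 also: 0% = DMSO wells and 100% = biotin wells as full block of FRET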
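Material: NR2E3–RetCOR corepressor complex / Incubation: Compound–protein incubation for 5 h at 4 °C / Dosing: compound at 4.8 µM, single dose / Detection: time-resolved FRET / Benchmarks: high control biotin, low control 0.6% DMSO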
LMP1 NFkB inh = reduces LMP1-driven NF-kappaB luciferase signal. AID 504558. LMP1-induced NF-kappaB luciferase reporter cells, luminescence. inhibition, % at 12.5 µM. hit rate 0.69% among 350,000; in the data active = inhibition above about 41%;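 also: 0% = neutral control wells and 100% = reference inhibitor control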
TRAIL sens C8 = caspase-8 TRAIL sensitization. NB7+C8 cells + TRAIL, ATPlite viability luminescence. inhibition (viability loss, TRAIL sensitization), % at 10 µM. hit rate 1% among 360,000;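 active = compounds causing at least 50% loss of cell viability in the single-dose screen, relative to plate controls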
* = called active by the depositor; / = no result given; & = joins results of further samples. An excerpt; the hit share may differ from the screen's.

Structure	LMP1 NFkB inh	MITF TRPM1 inh	KKLEB tox	CF NFkB inh	NR2E3 ag-1	TRAIL sens C8	NR2E3 ag-2	hiPSC survival	Peg3 prom inh	Shn3 3UTR inh	HIF-2a block
Cc1ccccc1NC(=O)C1CCCN1S(=O)(=O)c1ccccc1C(F)(F)F (stereo not given)	0	3	-3	13	-3	-3	-1	-0.4	21	-3	8
COc1ccc(CCn2c(N3CCOCC3)nc3c2c(=O)[nH]c(=O)n3C)cc1	-6	-10	6	-26	-2	14	1	0.6	14	-9	11
Cc1ccccc1NS(=O)(=O)c1ccc(C)c(C(N)=O)c1	2	-3	-5	-4	-10	-25	-3	-0.3	1	6	23
CCN(CC)CCNC(=O)COc1ccc(OC)cc1	3&-9	-5&2	-19&-1	23&0	3&-5	11&6	1&3	7.0&-0.2	-5&6	-4&1	8&13
CC(C)Oc1ccc(CNC(=S)Nc2ccccc2)cc1Cl	14	-28	-9	4	-38	8	2	0.2	-21	-6	-50
O=C(N=C1N=C2C=CC=CN2Cc2ccccc21)c1ccc(S(=O)(=O)N2CCOCC2)cc1	-7	-77	-24	0	-98	-3	1	-0.7	-118	-103	-207
O=C(Nc1cccc(C(F)(F)F)c1)C(Sc1cccc[n+]1[O-])c1ccccc1 (stereo not given)	0	-7	-8	12	14	6	0	-1.3	10	4	1
CCOC(=O)C1CCN(CC(O)COCc2ccccc2)CC1 (stereo not given)	-5	10	1	-10	-6	-19	1	0.3	13	-13	15
CC/C(C)=N/Nc1cccc([N+](=O)[O-])c1	-28	-11	-3	5	7	-4	-3	-3.1	-22	18	-14
CC(=O)Nc1cccc(-c2ccnc3c2CC(C(=O)NCCN(C)C)O3)c1 (stereo not given)	/	/	7	-1	0	-6	/	-1.0	-16	-18	3

An excerpt of these results, with each value named:
Cc1ccccc1NS(=O)(=O)c1ccc(C)c(C(N)=O)c1
  LMP1 NFkB inh: 2 | MITF TRPM1 inh: -3 | KKLEB tox: -5 | CF NFkB inh: -4 | NR2E3 ag-1: -10 | TRAIL sens C8: -25 | NR2E3 ag-2: -3 | hiPSC survival: -0.3 | Peg3 prom inh: 1 | Shn3 3UTR inh: 6 | HIF-2a block: 23
CCN(CC)CCNC(=O)COc1ccc(OC)cc1
  LMP1 NFkB inh: 3&-9 | MITF TRPM1 inh: -5&2 | KKLEB tox: -19&-1 | CF NFkB inh: 23&0 | NR2E3 ag-1: 3&-5 | TRAIL sens C8: 11&6 | NR2E3 ag-2: 1&3 | hiPSC survival: 7.0&-0.2 | Peg3 prom inh: -5&6 | Shn3 3UTR inh: -4&1 | HIF-2a block: 8&13

(further entries)
Structure	LMP1 NFkB inh	MITF TRPM1 inh	KKLEB tox	CF NFkB inh	NR2E3 ag-1	TRAIL sens C8	NR2E3 ag-2	hiPSC survival	Peg3 prom inh	Shn3 3UTR inh	HIF-2a block
O=C(NC1CCN(Cc2ccccc2)CC1)C1CCN(c2nnc(-n3cccc3)s2)CC1	10	10	-17	-23	11	0	2	-0.7	-9	7	-2
O=C1CN(C(=O)COc2ccccc2)CCN1	-3	-4	-24	27	13	-20	2	-0.4	2	5	7
O=C(COC(=O)Cc1ccc(Cl)cc1Cl)NCCC1=CCCCC1	-7	-5	-2	6	9	4	2	0.3	3	9	16
Cc1noc(C)c1S(=O)(=O)Nc1ccc2c(c1)CC(=O)N([C@H](C)CO)C[C@H](C)[C@H](CN(C)S(=O)(=O)c1ccc(F)cc1)O2	-19	-18	0	-8	-10	-20	/	0.3	-5	-8	10
Cc1cc(C(=O)COC(=O)/C=C/c2ccco2)c(C)n1C	-10	-54	4	-8	-39	11	/	-1.7	-231	-79	-53
COc1cc(NC(=O)C2CCCO2)c(C(=O)O)cc1OC (stereo not given)	-4	10	-8	16	-4	-3	2	2.1	4	-22	17
O=C(Cc1c(F)cccc1Cl)Nc1ccc(-n2cnnn2)cc1	5	6	1	21	-21	11	1	-0.5	-1	17	2
COc1ccc(N(CC(=O)NC2CCCCC2)S(=O)(=O)c2cccs2)cc1	2	2	-15	19	-24	-2	/	-0.2	17	14	14
C=CCN(CC=C)C(=O)CCc1nnc(CCc2c[nH]c3ccccc23)o1	-18	6	-7	4	-13	-4	4	-3.3	-25	-7	-52
CCOc1ccccc1CNCCO	-4	-5	5	-3	3	1	3	1.8	0	-13	29
COc1ccc(NC(=O)COC(=O)Cc2cccs2)cc1OC	-3	-7	-9	16	-7	-9	1	-0.1	0	-10	5
O=C(CSc1nnc(COc2ccc(Cl)cc2)o1)Nc1ccc(N2CCOCC2)cc1	-6	8	-7	-1	0	10	/	0.0	10	-2	10
O=C(NCc1ccc(F)cc1)C1CCCN(S(=O)(=O)c2cccc3nonc23)C1 (stereo not given)	-12	4	2	-16	-17	-1	-1	0.5	-23	10	14
COc1ccccc1NC(=O)c1ccc(COc2ccccc2OC)o1	3	-12	-5	17	13	5	2	-2.2	7	-8	-5
Cc1cccc(CC2S/C(=N/c3cccc(C)n3)NC2=O)c1 (stereo not given)	-4	-10	0	11	16	-10	-3	0.0	7	1	23
CC(=O)c1cccc(OCc2cc(C(=O)NC(C)Cc3cccnc3)no2)c1 (stereo not given)	4	2	-1	3	-33	11	3	-0.5	-36	7	-67
CCOC(=O)C(C(=O)NCC1CCCO1)C1CCCCC1 (stereo not given)	-7	4	10	0	-8	18	3	-0.1	-5	-4	7
COC(=O)c1cc2sccc2n1CC(=O)N(C)c1ccccc1	-119	-2	-10	5	8	-11	3	2.5	17	5	22
O=C(NCCCN1CCCC1=O)c1cn(-c2ccccc2)nc1-c1ccccc1	-3	-8	-7	1	-14	6	1	0.7	-20	6	-21
COCCOC1CCN(C(=O)C2CCC(=O)N(CCc3cccc(F)c3)C2)CC1 (stereo not given)	-1	-4	0	-16	-5	-6	0	0.2	6	0	-4
O=C(COc1ccccc1)Nc1c2c(nn1-c1ccc(F)cc1)CS(=O)C2 (stereo not given)	4	/	-6	16	10	-18	/	-2.6	0	-5	14
COc1cccc(C2C(C#N)=C(N)N(N(C)C)C3=C2C(=O)CCC3)c1OC (stereo not given)	4	-1	-8	7	-8	-7	2	0.2	11	8	7
CC(c1cccnc1)N(CCN(C)C)C(=O)Nc1ccc(Cl)c(Cl)c1 (stereo not given)	-1	-17	-8	10	-3	-6	4	-0.8	-3	-2	8
O=[N+]([O-])c1cccc(S(=O)(=O)NCC2CCCO2)c1 (stereo not given)	0	9	0	-12	6	7	5	-0.7	24	8	11
CCCCCC(=O)N1C[C@H](O)[C@@H](n2cc(-c3ccc(F)cc3)nn2)C[C@@H]1c1ccc(C)cc1	9	/	-20	12	-30	21	/	0.4	16	30	18
COc1ccc(N2CCN(C(=O)c3cc(S(=O)(=O)N4CCCCCC4)ccc3OC)CC2)cc1	5	0	8	4	23	-21	/	-0.3	15	28	1
CCN1CCN(Cc2ccc(NC(=O)Nc3ccccc3)cc2)CC1	13	-14	-10	2	-69	36	-1	-2.6	-110	-32	-50
CC(=O)c1cccc(NC(=O)N2CCCC2C(=O)NCCc2ccccc2)c1 (stereo not given)	-1	-6	-6	4	0	-3	-3	-1.6	12	1	7
COCCNC(=O)c1cccc(OC2CCN(Cc3ccccc3OC(F)F)CC2)c1	9	13	12	6	-16	-1	2	-0.2	15	-1	13
CCOC(=O)C1=C(C)N(c2ccc(Cl)cc2)C(=O)NC1c1cccc([N+](=O)[O-])c1 (stereo not given)	7	-2	4	-11	3	-3	2	-0.6	26	-2	28
COc1ccc(CCNS(=O)(=O)c2ccccc2)cc1OC	-1	-3	0	8	-1	-5	0	3.6	2	/	4
Cn1c(=O)c2c(ncn2CC(=O)NCc2cccnc2)n(C)c1=O	-5	-6	-7	4	-29	2	-1	26*	24	12	12
O=C(/C=C/c1ccco1)Nc1ccc(N2CCCC2)cc1	-4	-35	4	-14	-20	-3	-6	1.8	-88	-10	-42
CC(C)C(OC(=O)c1ccco1)C(=O)NCc1ccco1 (stereo not given)	-3	-5	3	-6	-13	16	-1	5.8	5	4	6
Cc1cc(C)cc(NC(=S)NC(=O)C2CC2)c1	-16	2	14	2	-3	-11	0	-0.4	-6	7	-29
CCOc1ccc(S(=O)(=O)Nc2ccc(Cl)cn2)c(C)c1C	5	8	-2	3	8	-7	3	1.4	8	7	9
CCCCCCOC(=O)NCC(O)c1ccccc1 (stereo not given)	-18	-74	-15	4	-78	-11	3	3.2	-171	-43	-136
CCC(C)N=CC1=C(O)C(C(=O)OC)C(C)(C)CC1=O (stereo not given)	0	-2	4	6	-10	-22	0	-2.9	3	-17	16
CSCCC(NC(=O)c1ccccc1Cl)C(=O)NNC(=O)c1ccccc1O (stereo not given)	5	24	-4	11	-9	9	-1	0.2	-23	13	-2
CCn1nnc(-c2ccccc2NC(=O)c2cc(OC)cc(OC)c2)n1	8	1	-5	-19	-16	14	-1	3.6	24	43	-69
Cc1[nH]c2ccccc2c1C(O)CN1CCN(c2cccc(C(F)(F)F)c2)CC1 (stereo not given)	-6	26	-16	-9	-8	15	-1	-1.3	17	11	32
CCN(Cc1ccccc1)S(=O)(=O)CCNC(=O)c1ccc(OC)cc1	-6	11	-8	19	-9	-18	0	-0.4	8	4	21
O=C(CSc1nc2ccccc2c(=O)[nH]1)Nc1ccccc1N1CCOCC1	-8	4	-6	16	-1	-5	0	0.1	-14	21	16
CCN1C(=O)[C@@H]2[C@H](C1=O)[C@@H]1C(=O)Nc3ccccc3C(=O)N1[C@@H]2c1cccc(C)c1	-1	2	16	-17	-4	-19	4	2.4	-5	10	2
CC/C(=N/NC(=O)c1ccc2c(c1)OCO2)c1ccccc1O	20	17	-3	-8	-67	34	-3	-0.7	-92	10	-216
Cn1c(=O)c2c(ncn2CC(=O)OCc2ccccc2)n(C)c1=O	3	21	-14	11	-16	-15	2	-0.8	2	16	16
Fc1cc(F)c(F)c(SCCc2ccncc2)c1F	1	15	-1	10	3	-3	2	-3.8	9	87*	14
CSc1ncccc1C(=O)OC(C)C(=O)Nc1ccc2c(c1)OCCO2 (stereo not given)	1	/	-16	36	4	-20	/	1.5	5	-1	-2
CCC(=O)N1CCN(c2cc(NCC3CCCO3)c(F)cc2[N+](=O)[O-])CC1 (stereo not given)	-6	-1	-2	5	24	14	-1	-0.8	17	5	4
O=C(c1cc(-c2ccccc2O)on1)N1CCCC1	-30	/	10	-14	-103	-7	1	-0.5	-292	-63	-259

The listing continues.
Structure	LMP1 NFkB inh	MITF TRPM1 inh	KKLEB tox	CF NFkB inh	NR2E3 ag-1	TRAIL sens C8	NR2E3 ag-2	hiPSC survival	Peg3 prom inh	Shn3 3UTR inh	HIF-2a block
CC(NC(=O)Cn1nc(C(F)(F)F)c2c1CCC2)c1ccccc1 (stereo not given)	2	-9	3	12	2	-5	3	-2.4	5	-3	19
Cc1onc(-c2ccccc2)c1C(=O)NCc1ccccn1	4	-5	6	2	-6	-13	3	-2.1	16	-3	4
CNC(=O)c1cccc(N2CCCC2=O)c1	1	2	10	-16	-9	-2	1	-1.1	5	0	16
O=C(c1ccc2c(c1)C(=O)N(CCCO)C2=O)c1ccc2c(c1)C(=O)N(CCCO)C2=O	3	2	5	6	5	2	6	5.9	10	15	6
